High-throughput results from PubChem BioAssay.
KLF5 inh – kruppel-like factor 5 inhibition | inhibition, % at 5 µM | actives 0.23% (n = 290,000) | DLD-1 KLF5 promoter-luciferase reporter, luminescence;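 active = inhibition above a per-plate limit of that plate's mean compound inhibition plus 3 SD, cut at about 60% in these data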;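 note: 0% = DMSO wells and 100% = LY294002 at 200 µM; higher means less KLF5 promoter-driven luciferase light; inactives centre near -14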
Platelet DG rel – modulates dense granule release in human platelets | human platelet-rich plasma, SFLLRN dense granule ATP release, luminescence | inhibition, %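 (compounds screened at 7.5 µM in platelet-rich plasma)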 | actives 0.22% (n = 300,000) | AID 1663;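 active = mean replicate score, as percent of positive control, at or above 50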
SKKanGAS inh – SKKanGAS growth inhibition. AID 1662. inhibition, % at 7.5 µM. S. pyogenes SKKanGAS, kanamycin growth, BacTiter-Glo, 6 h. actives 1.3% (n = 300,000);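 active = mean replicate score, as percent of positive control median, at least 50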;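 note: strain carries kanamycin resistance gene driven by streptokinase promoter and grows in 40 µg/ml kanamycin; loss of luminescence reflects streptokinase promoter inhibition or plain growth inhibition; 0% = median of DMSO wells and 100% = positive control at its reference dose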
HSF1 inh – HSF1 inhibition; NIH3T3-HGL HSE-luciferase, MG132-induced, luminescence 8 h; stronger effect = lower value; activity change, negative = inhibition, % at 7.5 µM (by protocol); actives 0.77% (n = 300,000);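 active = more than half of replicate wells show activity change below -50%, luminescence cut by over half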;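 note: luciferase reports HSF-1 transcriptional activity via heat shock element; 0% = median of DMSO wells and -100% = zero luminescence signal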
HSF1 activator – increases HSF-1 driven luciferase reporter signal | NIH3T3-HGL HSF-1 luciferase reporter, MG132, 8 h; 100% = twice DMSO control signal | activation, % at 9 µM | actives 1.7% (n = 300,000) | AID 504408;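 active = mean replicate activation of at least 50% with a set share of replicates each reaching 50%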;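 note: 0% = median of the neutral control wells and 100% = twice that signal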
HSP90 inh – HSP90 refolding inhibition in rabbit reticulocyte lysate. inhibition, % at 5.6 µM. actives 0.91% (n = 290,000). AID 1789. luciferase refolding luminescence, 3 h;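 active = inhibition above the screen-wide mean plus 3 SD, computed separately per campaign, cut at about 16% in these data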;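 note: 0% = DMSO wells and 100% = 60 µM geldanamycin wells; inhibitors lower the luminescence because luciferase stays unfolded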
AI-2 QS modul – modulates the Vibrio harveyi AI-2 quorum sensing system; Vibrio harveyi JMH597 AI-2 luminescence/OD600 ratio, 9 h; stronger effect = lower value; strain lacks LuxN and CqsS sensors; 0 = neutral-control median; AID 2094; activity change, % at 7.5 µM; actives 0.4% (n = 300,000); in the data active = activity change below about -75%, passing the limit was not always enough;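 note: luminescence divided by OD600 gain over 9 h not by final OD600 alone; inactives centre near 13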
HIF act – HIF pathway transcriptional activation | U2OS HRE-luciferase reporter, luminescence; normalized: DMSO 0%, desferrioxamine 100% | activation, % at 7.5 µM (by protocol) | actives 0.32% (n = 300,000);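 active = mean activation of at least 10% of the iron chelator positive control signal, with at least half of replicates also reaching 10%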
IEC-6 cytotox – counter-screen for KLF5 inhibitors: cytotoxicity in IEC-6 cells. IEC-6 cytotoxicity, luminescence viability. inhibition, % at 5 µM. actives 0.78% (n = 290,000); in the data active = inhibition above about 22%;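 note: 0% = plate median of test compound wells and 100% = cytotoxic reference compound wells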
aSyn 5UTR inh – MLPCN primary screen, SNCA 5' untranslated region; alpha-synuclein 5'UTR reporter, inhibitor activity; AID 1813; actives 0.82% (n = 300,000); inhibition, % (tested at 7.5 µM); in the data active = inhibition above about 60%;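 note: H4 neuroglioblastoma cells stably carrying SNCA 5'UTR luciferase fusion; 0% = DMSO wells and 100% = positive control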
Numbers without * were called inactive; · = no result given.

SMILES	KLF5 inh	Platelet DG rel	SKKanGAS inh	HSF1 inh	HSF1 activator	HSP90 inh	AI-2 QS modul	HIF act	IEC-6 cytotox	aSyn 5UTR inh
O=C(COC(=O)c1cc(=O)[nH]c2ccccc12)NC1CCCCCCC1	-5	-4	0	1	16	1	21	-0.5	2	-8
O=C(CN1CCCCC1)NN(Cc1ccccc1)c1ccccc1	-8	-4	-7	-16	-1	-2	31	-0.4	6	1
CCC(C)[C@H](NC(=O)N1CC(=O)Nc2ccccc21)C(=O)Nc1nccs1 (stereo partly specified)	-2	-11	-1	19	47	-1	-1	0.2	-3	-44
O=C(O)c1ccc(N/N=C/c2cn(Cc3ccc(F)cc3)c3ccccc23)cc1	-33	5	29	-69*	-74	40*	23	0.8	9	-69
COc1ccc(S(=O)(=O)N2CCN(C(=O)c3c(C)nn(-c4ccccc4)c3Cl)CC2)cc1	27	-4	-1	-5	-13	2	13	0.3	0	5
CCCSC1=C(C#N)C(c2ccccc2C)C(C(=O)OC)C(=O)N1 (stereo unspecified)	-29	-16	-5	3	6	7	5	0.0	-1	-6
CC12CCC(C(=O)NCc3ccccc3)(OC1=O)C2(C)C (stereo unspecified)	-12	-4	4	-9	-26	1	9	1.9	-1	5
COc1ccccc1NS(=O)(=O)NC(=O)c1cn(C)c2ccccc12	-4	4	-3	2	0	5	5	0.7	4	-3
NC(=O)C1CCN(C(=O)CCc2nc3sc4c(c3c(=O)[nH]2)CCCC4)CC1	·	0	-7	-5	-9	·	45	-0.2	·	-4
CCCCn1c(NS(=O)(=O)c2ccc(C)cc2)c(S(=O)(=O)c2ccccc2)c2nc3ccccc3nc21	-13	-14	45	1	8	2	-21	-5.4	-3	6
CCOC(=O)C1CCCN(C2=NC(=O)/C(=C/c3ccc(O)c(OC)c3)S2)C1 (stereo unspecified)	-8	14	0	18	32	-1	33	-1.9	6	7
COc1cc2c(cc1NC(=O)C(C)N1CCN(S(=O)(=O)c3ccccc3[N+](=O)[O-])CC1)oc1ccccc12 (stereo unspecified)	-10	6	12	1	-3	1	36	0.2	10	-61
Cc1cccn2cc(COc3cccc([N+](=O)[O-])c3)nc12	-36	4	2	15	24	5	16	0.4	2	-65
CN(C)S(=O)(=O)c1ccc2oc(SCC(=O)NCC(F)(F)F)nc2c1	-3	8	3	-2	-1	9	4	0.1	2	11
Cc1ccc(NC(=O)CCNS(=O)(=O)c2ccc3[nH]c(=O)oc3c2)c(Cl)c1	-7	5	-2	1	20	-2	31	0.5	-2	1
C=CCn1c(SCC(=O)Nc2nc(C)cs2)nnc1C(C)NC(=O)c1ccccc1Cl (stereo unspecified)	-9	-5	8	-6	-3	-3	9	-0.5	1	8
CN=C(Nc1cc(C)nn1CCC#N)c1ccccc1	-11	1	-4	-9	-12	2	17	-0.4	-6	-1
CC1(C)Cc2cccc(OCC(O)CNCc3ccccn3)c2O1 (stereo unspecified)	-25	3	-5	-7	-7	-1	29	0.5	6	-2
Cc1ccnc(SCCn2c(N3CCOCC3)nc3c2c(=O)[nH]c(=O)n3C)n1	19	·	·	·	·	3	14	·	0	·
Cc1cc(Cl)ccc1OCC(O)CNCCc1ccc(S(N)(=O)=O)cc1 (stereo unspecified)	-38	-1	0	-2	3	-1	12	-21	-5	23
Cc1cc(C)cc(NC(=O)C2(c3cccs3)CCOCC2)c1	-1	22	-3	3	19	0	15	-0.8	-1	-4
Cc1ccccc1Cn1c(C)nc2ccc([N+](=O)[O-])cc2c1=O	5	4	4	-1	-3	6	-11	-1.1	6	14
Cc1ccnc(NC(=O)COc2c(C)cc(C)cc2[N+](=O)[O-])c1	-5	-3	-1	-1	5	-4	1	-0.5	4	-1
C[C@H](NC(=O)OC(C)(C)C)C(=O)N/N=C/C1=Cc2ccccc2OC1	1	3	-4	1	8	1	-24	0.1	3	-19
CN(C)S(=O)(=O)c1cccc(-c2nn(-c3ccccc3)cc2/C=C(/C#N)C(=O)NCc2ccco2)c1	-13	-11	6	-1	11	3	10	-0.4	-1	24
Cc1ccc2c(Cl)c(C(=O)Nc3nn[nH]n3)sc2c1	-13	-5	16	·	·	-4	68	-0.1	1	16
COc1ccc(/C=C/c2ccc3ccccc3[n+]2C)cc1OC	-19	0	5	-5	-7	7	9	1.9	3	-124
COc1cc(C2SCC(=O)N2c2c(C)n(C)n(-c3ccccc3)c2=O)ccc1O (stereo unspecified)	-3	2	7	0	5	8	19	-0.1	4	0
COc1ccc(CN(C)CC(O)COC(c2ccccc2)c2ccccc2)c(OC)c1OC (stereo unspecified)	1	-2	0	5	10	-1	9	2.3	1	6
O=C(CSc1ncn[nH]1)NCCOc1ccccc1	-12	4	-6	-1	-1	-2	-3	-1.6	0	0
C=C(c1ccc(OC)cc1)c1ccc(OC)cc1	-17	8	-2	9	10	-3	10	1.3	-4	-21
COc1ccccc1CNC(=O)c1ccccc1C(=O)NC(C)(C)C(=O)NCc1ccccc1OC	2	-9	11	-3	-19	-1	21	-0.3	-7	-17
O=C(NCCc1ccccc1)C(=O)NCC(c1ccco1)N1CCOCC1 (stereo unspecified)	-3	-7	-5	-3	5	1	11	0.1	6	5
COc1cc(C(=O)OCC(=O)NCc2ccc(F)cc2)cc(NC(=O)c2cccs2)c1OC	-2	4	10	5	16	-1	11	-0.4	-2	-1
COc1ccccc1COc1ccc2c(C)c(CC(=O)O)c(=O)oc2c1C	-20	-3	6	3	8	-5	38	-5.2	-11	-9
CC(C)c1ccc(N(CC(=O)NC2CCCC2)C(=O)CCC(=O)Nc2nccs2)cc1	-11	9	-1	11	24	-4	15	-0.1	0	-15
CC(C)(C)OC(=O)N1CCC[C@H]1C(=O)NCC1CCC(C(=O)O)CC1 (stereo partly specified)	-2	1	0	-5	-28	0	-2	0.1	1	-22
CC(C)OC(=O)c1ccc(COc2ccc3ccc(=O)oc3c2)o1	-59	11	-11	26	66*	-2	·	2.1	3	-54
COC(=O)C1(O)CC(CC(C)C)=NN1C(=O)c1ccccc1 (stereo unspecified)	-19	0	5	99	148*	-1	14	0.1	-2	-14
COc1ccccc1CNC(=O)CSc1ccccc1	-94	-1	1	22	43	0	11	1.8	-4	-100
Cc1cc(OCC(=O)NCCO)ccc1Cl	-40	2	3	-8	2	1	25	0.7	4	8
Nc1ccccc1Nc1nc2ccccc2[nH]1	-56	-7	-4	14	10	-2	-5	2.2	1	-6
O=C1c2nccnc2C(=O)N1c1ccc(F)cc1	-22	·	·	·	·	1	1	·	1	·
O=CN1CCN(c2c([N+](=O)[O-])c(=O)oc3ccccc23)CC1	-39	0	-5	-3	-1	-1	11	0.0	-5	0
CCC(C(=O)Nc1cccc(C(=O)O)c1C)c1ccccc1 (stereo unspecified)	-11	-2	-1	-8	-5	-1	42	-0.3	-6	10
COc1ccc(-n2c(Cc3cccn3C)nnc2SCC(=O)NC2CCCC2)cc1	-23	0	-5	3	1	-2	18	-0.1	-1	0
COC(=O)C1(C(F)(F)F)C2C=CC(C2)N1S(=O)(=O)c1ccc(C)cc1 (stereo unspecified)	-4	-9	5	3	-2	-2	9	-0.1	-1	3
COc1ccc(CCNC(=O)CNS(=O)(=O)c2ccc(Br)cc2)cc1	·	-12	-3	-3	0	·	1	-0.2	·	12
N#C/C(=C(/O)c1ccc(Cl)cc1)c1nc2ccccc2[nH]1	-72	3	4	1	9	2	27	-1.2	-4	-67
CCCCC(CC)C(=O)NCCc1ccc(S(N)(=O)=O)cc1 (stereo unspecified)	13	-5	8	-3	11	4	10	-0.6	4	1
CC1(C(=O)O)C=CC2(CCCCC2)N1C(=O)c1ccccc1 (stereo unspecified)	5	-3	3	0	-5	-1	13	0.1	-6	3
CCCc1[nH]c2ccc(C(=O)OC)cc2c1CCC	0	2	0	9	8	0	4	1.5	3	9
COCCn1c(SCC(=O)Nc2cccc(OC)c2)nc2c(oc3ccccc32)c1=O	8	5	5	12	21	1	32	0.1	-4	-3
CC(C)(C)c1ccc(C(=O)c2c[nH]c(C(=O)NCc3cccnc3)c2)cc1	6	-2	0	2	40	7	11	1.6	6	-38
CCN(CC)CCNC(=O)c1cn(CC)c2ccc(S(=O)(=O)N(C)C)cc2c1=O	6	4	-6	-3	-4	1	24	0.0	5	14
COCCn1c(Cc2ccccc2)nnc1SCC(=O)N1CCOCC1	-3	0	7	-3	-12	-1	5	-0.6	-4	6
CCOC(=O)COc1ccc(S(=O)(=O)Nc2ccc(C)cc2)cc1	-20	0	-8	8	21	4	13	0.0	4	-33
O=C1C(C=NCc2ccco2)=C(O)c2ccccc21	1	28	2	-6	-15	-1	34	2.1	0	-141
CCCCOC(=O)c1cc(C)nc2ccc(Br)cc12	-16	6	8	2	-22	1	3	-0.1	-2	27
CCN(CC)C1CCN(Cc2cn[nH]c2-c2ccc(OC)c(F)c2)C1 (stereo unspecified)	-2	-9	-29	-3	14	-1	-13	0.4	-4	-14

Compound profiles, from the list above. Order of screens: KLF5 inh	Platelet DG rel	SKKanGAS inh	HSF1 inh	HSF1 activator	HSP90 inh	AI-2 QS modul	HIF act	IEC-6 cytotox	aSyn 5UTR inh
CCCCOC(=O)c1cc(C)nc2ccc(Br)cc12 reads -16	6	8	2	-22	1	3	-0.1	-2	27
CCC(C(=O)Nc1cccc(C(=O)O)c1C)c1ccccc1 (stereo unspecified) reads -11	-2	-1	-8	-5	-1	42	-0.3	-6	10
Nc1ccccc1Nc1nc2ccccc2[nH]1 reads -56	-7	-4	14	10	-2	-5	2.2	1	-6
CCN(CC)C1CCN(Cc2cn[nH]c2-c2ccc(OC)c(F)c2)C1 (stereo unspecified) reads -2	-9	-29	-3	14	-1	-13	0.4	-4	-14
O=C1C(C=NCc2ccco2)=C(O)c2ccccc21 reads 1	28	2	-6	-15	-1	34	2.1	0	-141

Other structures follow:
SMILES	KLF5 inh	Platelet DG rel	SKKanGAS inh	HSF1 inh	HSF1 activator	HSP90 inh	AI-2 QS modul	HIF act	IEC-6 cytotox	aSyn 5UTR inh
CC(Oc1ccccc1)C(=O)NN1Cc2ccccc2C1=N (stereo unspecified)	-23	-9	-4	-1	-10	0	5	0.1	-5	-12
Cc1onc(C(=O)N2CCN(c3ccccc3)CC2)c1[N+](=O)[O-]	-2	-1	9	-8	-14	-1	17	-0.3	-2	-11
CCOc1ccc(Br)cc1S(=O)(=O)Nc1ccc(N2CCOCC2)cc1	0	-1	10	-10	7	3	35	0.2	-4	-18
COC(=O)CCN1CCN(S(=O)(=O)c2ccccc2Br)CC1	-6	16	-1	3	-1	-1	12	0.0	-4	38
CCSc1nc2c(sc3ccccc32)c(=O)n1C(C)C	-25	1	11	-1	8	3	1	-0.4	3	-22
O=C(NCC1CCCO1)c1cc2ccccc2[nH]1 (stereo unspecified)	3	-27	2	-8	7	1	7	0.4	-4	-26
Cc1ccc(C)c(CN2C(=O)NC3(CCCCCC3)C2=O)c1	4	19	2	3	1	-1	10	0.1	0	11
COc1cc(C(=O)OCC(=O)Nc2cccc(S(=O)(=O)N3CCCC3)c2)ccc1OCC(C)C	·	-5	4	9	-4	·	17	0.1	·	7
Cc1cccc(NC(=S)N2CCC(NC(=O)c3cccc(F)c3)CC2)c1	-16	-4	10	24	44	0	7	0.1	-3	9
Cc1ccc(C(=O)NCCc2nnc(SCC(=O)Nc3cccc(C(=O)O)c3)n2C)cc1	-36	·	·	·	·	4	10	·	0	·
CN1CCN(CC#CCC(O)(c2ccccc2)c2ccccc2)CC1	-13	8	4	-4	-2	-4	-8	-0.4	-2	5
